From PubChem
HT1080 IDH1KD tx – kills HT-1080 cells with IDH1 knockdown | HT-1080 IDH1 knockdown viability, ATP luminescence, 48 h | Potency, µM (top dose mostly 46.1 µM), for the others: at the top dose activity, negative = toxicity, hits mostly cytotoxic | 2% of 360,000 active | AID 686971;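 also: 0% = DMSO wells and -100% = cell-free medium wells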
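Using the IDH1-knockdown HT-1080 line run in the same batch and compound series as the NT line, viability after 48 h at 37 °C was determined by CellTiter-Glo luminescence and expressed as % activity.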
GLP-1R agonist – activates the human GLP-1 receptor; 0.007% of 380,000 active; Potency, µM (series often up to 45.6 µM), inactives show at the highest dose activation, hits mostly activators; P43220; HEK293 GLP-1R CRE-luciferase, luminescence, 4-6 h; cells express a hypersensitive GLP-1R form; AID 624172; also: % of control where 0% means no effect
Target sequence (P43220 whole entry, looked up): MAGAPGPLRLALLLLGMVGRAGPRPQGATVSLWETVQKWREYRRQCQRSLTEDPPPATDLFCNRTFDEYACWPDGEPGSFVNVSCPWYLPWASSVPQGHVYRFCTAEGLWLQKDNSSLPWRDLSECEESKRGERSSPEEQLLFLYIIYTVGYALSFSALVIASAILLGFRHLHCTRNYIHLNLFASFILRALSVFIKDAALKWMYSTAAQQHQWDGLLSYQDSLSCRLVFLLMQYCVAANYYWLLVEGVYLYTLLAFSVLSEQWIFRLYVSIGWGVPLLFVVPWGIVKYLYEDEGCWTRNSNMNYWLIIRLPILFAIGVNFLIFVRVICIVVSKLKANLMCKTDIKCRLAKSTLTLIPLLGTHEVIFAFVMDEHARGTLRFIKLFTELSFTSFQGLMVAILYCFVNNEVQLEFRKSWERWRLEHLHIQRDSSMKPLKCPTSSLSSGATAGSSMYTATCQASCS
GLP-1R inv ag – inverse agonists of human GLP-1 receptor. P43220. HEK293 GLP-1R CRE-luciferase, luminescence, 24 h; GLP-1R form is constitutively active. Potency, µM (doses to about 38.3 µM), for inactives: at the top dose activity change, negative = inhibition, hits mostly inhibitors. 1.6% of 410,000 active. AID 624417; also: % is scaled to controls: 0 for no effect and ±100 for the full control effect; nearly all actives have a fitted effect of over 55% in size
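Constitutively active GLP-1R drives a cAMP-responsive luciferase in stably transfected HEK293 cells; test compounds are added after overnight (12 h) attachment and left 24 hr, and signal loss in luminescence marks inhibition.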
KB-3-1 tox – kills parental KB-3-1 adenocarcinoma cells; KB-3-1 viability, CellTiter-Glo ATP luminescence, 72 h; AID 1347075; Potency, µM (top dose mostly 46.1 µM), for inactives: top-dose activity change, negative = cytotoxic, most hits filed as cytotoxic; 1.4% of 400,000 active; also: % is scaled to controls: 0 for no effect and ±100 for the full control effect; nearly all actives have a fitted effect of over 60% in size
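KB-3-1 parental drug-naive adenocarcinoma cells in DMEM/10% FBS, incubated 72 h at 37 C with pin-transferred compounds across a concentration series. Viability by CellTiter-Glo luminescence; concentration-response curves fitted after normalization.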
HT1080NT lethal – kills 2HG-producing HT-1080-NT fibrosarcoma cells | HT-1080-NT fibrosarcoma viability, CellTiter-Glo ATP luminescence, 48 h | Potency, µM (titrated, usually from 46.1 µM), for the others: at the top dose activity, negative = less viability, hits mostly cytotoxic | 1.6% of 360,000 active | AID 686970;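 also: NT is the 2HG producing partner of a matched IDH1 knockdown line; 0% = DMSO-treated cells and -100% = media-only wells without cells; nearly all actives have a fitted effect of over 55% in size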
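Read-out is CellTiter-Glo luminescence after 10 minutes at room temperature, following 48 hours' compound treatment of HT-1080-NT cells (750 cells/well, RPMI, 5% FBS, 37 degrees C).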
KB-V1 cytotox – KB-V1 MDR subline cytotoxicity; KB-V1 MDR cells viability, CellTiter-Glo, 72 h; Potency, µM (series often up to 46.1 µM), inactives show at the top dose activity change, negative = cytotoxicity, hits mostly cytotoxic; 3.4% of 400,000 active; also: % is scaled to controls: 0 for no effect and ±100 for the full control effect; nearly all actives have a fitted effect of over 60% in size
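Following 72 h at 37 degrees C with compound, KB-V1 cell viability was read by CellTiter-Glo luminescence, medium being phenol-red-free DMEM plus 10% FBS; concentration-response parameters came from normalized, curve-fitted qHTS data.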
HEK293 tox – cytotoxicity counter-screen for GLP-1 receptor inverse agonists | HEK293 cAMP-luciferase reporter cells, luminescence, 24 h | Potency, µM (highest dose often 38.3 µM), inactives show top-dose activity change, negative = inhibition, hits mostly inhibitors | 0.13% of 410,000 active | AID 624418;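 also: loss of luciferase light is scored as toxicity; % is scaled to controls: 0 for no effect and ±100 for the full control effect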
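To flag toxic compounds, the library was rerun on cells for 24 hr at 37 deg C and 5% CO2. Viability-linked luminescence was captured 12 min after adding luciferase detection reagent.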
SW480 rereplic – DNA re-replication induction in SW480 cells; SW480 DNA re-replication, Hoechst DNA content imaging, 48 h; Potency, µM (doses to about 46.1 µM), inactives show at the highest dose re-replication activation, hits mostly activators; 1.8% of 340,000 active; AID 624297; also: % of control where 0% means no effect; nearly all actives have a fitted effect of over 55% in size
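SW480 cells exposed to compounds for 48 hr at 37 C, 5% CO2, then Hoechst-stained 40 min. Nuclear DNA content imaged by fluorescence scanning (405 nm excitation, 500-530 nm emission); re-replication scored as increased high-intensity nuclei.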
TDP43 rescue – rescues yeast growth from TDP-43 toxicity; TDP-43 expressing yeast growth rescue, BacTiter-Glo, 24 h; Potency, µM (highest dose often 46.1 µM), inactives show top-dose growth rescue (activation), usual class: activators; 1.8% of 410,000 active; AID 652104; also: % of control where 0% means no effect; nearly all actives have a fitted effect of over 50% in size
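Yeast cells expressing TDP-43 under galactose induction are exposed to compounds for 24 hr at 30 deg C. BacTiter-Glo luminescence measures growth, so protective compounds score as activators.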
An asterisk follows results filed as active; u = inconclusive; x = no result given; & = joins results of further samples; [ ] = dose if it differs, or a comment. Calls follow the shape of the dose curve; as a rule, active = well fitted curve in the direction sought with a large enough effect; inconclusive = small, poorly fitted or top-dose-only effect, or another doubt; inactive = no such curve, though single readings can be large; an effect the other way counts as inactive or inconclusive. Potency is read from the fitted curve at half-maximal effect.

No. | SMILES | HT1080 IDH1KD tx | GLP-1R agonist | GLP-1R inv ag | KB-3-1 tox | HT1080NT lethal | KB-V1 cytotox | HEK293 tox | SW480 rereplic | TDP43 rescue
1 | CCc1nnc(NC(=O)c2ccc(-c3ccc([N+](=O)[O-])cc3Cl)o2)s1 | 14.1% | 6.0% | -9.3% | 23.5% | 16.0% | -1.2% | -2.2% | 0.1% | 4.8%
2 | CCCC(=O)Nc1nc2nc(C)cc(=O)n2[nH]1 | 7.7% | 3.1% | 5.6% | 7.3% | 9.4% | -1.4% | 8.1% | 0.8% | 3.4%
3 | CCc1ccc(/C=N/NC(=O)c2ccccn2)cc1 | -25.5% | -7.3% | u | -0.3% | -28.0% | -0.1% | -3.2% | -1.5% | -11.7%[1.82 µM]
4 | Cc1ccc(Cl)cc1N1CCN(C(=O)CCC(=O)O)CC1 | -1.5% | -0.9% | 43.2%[activator] | 2.3% | -2.9% | -10.8% | -3.3% | -16.3% | -5.5%
5 | O=C(c1cc2cc([N+](=O)[O-])ccc2s1)N1CCOCC1 | -2.4% | 5.2% | 21.8% | 5.3% | 1.2% | -0.8% | 2.3% | 3.4%[1.84 µM] | 8.8%
6 | C=CCNc1nc(N)c(C(=C(C#N)C#N)c2ccc(Br)cc2)s1 | u | 10.8% | -10.6% | u | -22.5% | 18.4µM* | 24.3% | 20.6µM* | 4.2%
7 | CC(C)CC(NC(=O)c1ccccc1)C(=O)N/N=C/c1ccco1 (stereo not given) | 16.2% | -4.4% | 1.9% | 0.0% | 8.9% | 0.7% | -6.3% | -44.3%[inhibitor] | 5.7%
8 | Cc1cc(C)cc(NC(=O)CSc2nc3ccncc3[nH]2)c1 | 1.0% | -1.4% | 10.9% | -3.3% | -3.1% | -4.3% | 3.3% | -2.5% | 0.0%
9 | CCOC(=O)N1CCC(NC(=O)c2cc(C(=O)NCc3ccc(F)cc3)ccc2CO)CC1 | -1.4% | 2.3% | 0.3% | -10.0% | 1.1% | 23.1% | 1.4% | -4.3% | 8.6%
10 | O=C(c1nc2ccc(Cl)cn2c1CN1CCC[C@H]1CO)N1CCCCCCC1 | 13.2% | -2.8% | 20.4% | -0.8% | 0.0% | -3.8% | -5.0% | u | 16.6%
11 | Cc1cc(C)nc(NS(=O)(=O)c2ccc(N3C(=O)C4CCCCC4C3=O)cc2)n1 (stereo not given) | 16.3% | 4.4% | 16.4% | 17.5% | 17.9% | u | 16.9% | -6.5% | -9.4%
12 | Cc1ccc2[nH]c(=O)c(CN(C(=O)c3cccc([N+](=O)[O-])c3)C(C)C)cc2c1 | -5.0% | 6.9% | 17.0% | -3.3% | -0.6% | -9.7% | 2.9% | 18.1% | 8.2%
13 | c1ccn2cc(C34CC5CC(CC(C5)C3)C4)nc2c1 | -22.4% | 10.4% | u | -23.1% | -15.1% | -20.8% | u | 11.7% | 17.4%[9.22 µM]
14 | CCCCn1c(N)c(N(CC(C)C)C(=O)CSCc2cccc(C)c2)c(=O)[nH]c1=O | -9.0% | -1.7% | 7.9% | u | 1.7% | 6.2% | 0.7% | -1.5% | 17.1%
15 | C=C/C(C)=C/C[C@H]1C(=C)CCC2[C@](C)(C(=O)O)CCC[C@@]21C (stereo not given in full) | 0.0% | 0.7% | -18.9% | -0.3% | 1.2% | 0.0% | -16.8% | -7.1% | 12.1%
16 | O=C(CCNC(=O)c1ccc(Cl)cc1)Nc1cccc(S(=O)(=O)N2CCCCC2)c1 | 4.2% | 0.1% | u | -0.9% | 4.0% | -13.5% | -10.9% | -2.7% | 6.8%
17 | Cc1nn(S(=O)(=O)c2ccc(C(C)C)cc2)c(C)c1S(=O)(=O)N1CCOCC1 | 15.3% | -0.3% | u | -7.7% | -0.2% | 3.8% | -11.3% | -0.3% | 11.3%
18 | CCOC(=O)c1cnc(SC2CC(=O)N(c3cccc(OC)c3)C2=O)nc1N (stereo not given) | 0.8% | 25.5% | 4.7% | -3.1% | 2.5% | 18.5% | 25.3% | u | 5.6%
19 | Cc1c(Cl)cccc1NC(=O)Nc1cc(C(C)(C)C)nn1C | -8.6% | 8.3% | -81.3% | 9.7% | 7.2% | -7.3% | 0.7% | 1.3% | -9.4%[1.82 µM]
20 | Cc1ccc(NC(=O)c2cc(=O)n(Cc3ccccc3)c(=O)[nH]2)cc1C | u | -0.9% | -5.0%[7.66 µM] | 6.3% | u | 5.1% | -5.7%[7.66 µM] | 8.2% | 14.9%[9.22 µM]
21 | CCN(Cc1cccs1)C(=O)CN1C(=O)NC2(CCCc3ccccc32)C1=O (stereo not given) | -4.7% | -3.3% | u | -1.2% | -1.5% | -12.4% | 4.4% | 0.8% | -3.7%
22 | COc1ccc(OC)c(NC(=O)C2CCN(S(=O)(=O)c3cccs3)CC2)c1 | 2.9% | -7.5% | 7.3% | 14.1% | 3.3% | 11.8% | -43.2% | -0.3% | -23.3%
23 | Nc1ccc(C(=O)N/N=C\c2ccc(OC(=O)c3ccccc3Cl)cc2)cc1 | -1.4% | 4.6% | 4.8% | -0.1% | -4.6% | 13.7% | 1.1% | -3.5% | -1.5%
24 | c1nc2sc3c(c2c2nnnn12)CCC3 | 2.2% | -9.4% | -4.0% | 11.0% | 1.2% | -5.5% | -3.4% | -3.6% | u
25 | CC1=C(C(=O)N(C)C)CC(CC(=O)NC(c2ccccc2)c2ccccc2)C(=O)N1Cc1ccccc1 (stereo not given) | -3.2% | -1.5% | -12.3% | -2.6% | -0.1% | u | -4.3% | x | 5.8%
26 | O=C(NCc1ccccc1Cl)C1=CC=CN2CCS(=O)(=O)N=C12 | -2.8% | -1.8% | 12.0% | -3.3% | -1.9% | -11.5% | 5.6% | 8.6% | -22.9%
27 | COc1ccccc1C(=O)Nc1c(C(=O)Nc2ccccc2F)oc2ccccc12 | x | 6.6% | u | u | x | 3.5% | 1.4% | x | 10.5%
28 | Cc1cc(C)nc(Oc2ccc(Br)cc2Br)n1 | 3.4% | 2.3% | -15.9% | -2.5% | 0.5% | -9.6% | 5.3% | -7.1% | -2.6%
29 | Cc1ccc(Cl)cc1N1CCN(C(=O)C2CCN(S(=O)(=O)c3cccc4nonc34)CC2)CC1 | x | 0.6% | u | -26.0% | x | -4.8% | 2.6% | x | 14.0%
30 | O=C(COc1ccccc1)Nc1ccc(-c2ccc(N3CCOCC3)nn2)cc1 | -8.3% | 1.2% | u | -4.5% | -1.8% | 9.2% | 11.5% | -7.1% | 0.0%

The closing 2 compounds of the part above lead into the next:
No. | SMILES | HT1080 IDH1KD tx | GLP-1R agonist | GLP-1R inv ag | KB-3-1 tox | HT1080NT lethal | KB-V1 cytotox | HEK293 tox | SW480 rereplic | TDP43 rescue
29 | Cc1ccc(Cl)cc1N1CCN(C(=O)C2CCN(S(=O)(=O)c3cccc4nonc34)CC2)CC1 | x | 0.6% | u | -26.0% | x | -4.8% | 2.6% | x | 14.0%
30 | O=C(COc1ccccc1)Nc1ccc(-c2ccc(N3CCOCC3)nn2)cc1 | -8.3% | 1.2% | u | -4.5% | -1.8% | 9.2% | 11.5% | -7.1% | 0.0%
31 | O=C(COC(=O)C1(c2ccccc2F)CCCC1)N1CCN(C(=O)c2ccco2)CC1 | 7.2% | -6.3% | -8.5% | -3.7% | -1.4% | u | 13.3% | -0.4% | -15.8%
32 | CCCCNC(=O)C1CC(=O)N(c2ccc(OC)cc2)C1c1ccc(OC)cc1 (stereo not given) | 1.3% | 17.3% | 1.9% | -1.0% | -1.8% | -21.9% | -1.3% | -4.3% | 17.8%
33 | COc1ccc(-n2ncc(C(C)NS(=O)(=O)c3cccs3)c2C)cc1 (stereo not given) | -4.6% | 5.9% | -20.3% | x | -1.3% | x | 1.5% | 21.8% | 5.3%
34 | COc1ccc(C(=O)NC(=S)NCc2cccnc2)cc1[N+](=O)[O-] | 7.7% | 9.1% | 0.5% | 8.3% | -2.5% | 2.5% | 3.0% | -1.4% | -8.0%
35 | O=C(NCc1ccc2c(c1)OCO2)c1ccccc1 | 14.9% | 7.0% | 5.4% | -0.5% | 13.6% | 1.8% | 13.1% | -0.6% | 0.0%
36 | C=CCOC(=O)C1=C(C)NC(SC)=C(C#N)C1c1ccc(OCC)cc1 (stereo not given) | u | -3.2%&1.0% | u | -2.9%&-25.9% | u | u | -9.4%&-16.0% | 2.8%&-3.0% | -5.0%&9.9%
37 | CCCNCc1cc(OC)c(OCC(=O)NCCc2ccccc2)cc1Br | -16.1% | 7.4% | u | 7.2% | -20.9% | u | 3.0% | u | -13.7%
38 | CCOc1cc(S(=O)(=O)NCc2ccccn2)ccc1Cl | 8.4% | 2.0% | 0.9% | -11.1% | -6.1% | u | -3.8% | 0.7% | -13.7%
39 | CNC(=O)c1c(NC(=O)CS(=O)(=O)c2ccc(Cl)cc2)sc(C)c1C | -24.8% | 2.0% | -18.6% | -6.4% | -4.7% | -23.6% | 3.0% | -8.8% | -6.7%
40 | Cc1ccc(C(=O)Nc2ccc(S(=O)(=O)NC3=NCCCCC3)cc2)c(C)c1 | -10.4% | -11.4% | -18.4% | 0.0% | 0.2% | 2.3% | 17.1% | -2.5% | -8.2%
41 | Cn1c(SCC(=O)N2CCCC2=O)nc2ccccc2c1=O | 14.6% | 7.6% | 9.0% | u | -1.9% | 1.2% | 2.9% | -6.2% | 0.0%
42 | O=C1CCC(C(=O)OCc2ccccc2)N1 (stereo not given) | -18.8% | -11.4% | 48.2% | 0.7% | 11.1% | -4.6% | 1.0% | -1.7% | -16.9%
43 | OC(c1ccc2c(c1)OCO2)c1ncc(-c2cccc(C(F)(F)F)c2)[nH]1 (stereo not given) | -15.4% | -1.1% | u | 0.0% | -22.9% | -0.3% | -16.8% | x | 13.8%
44 | O=C(Oc1cccc(C(=S)N2CCOCC2)c1)c1cccc(Cl)c1 | -8.6% | -12.5% | 11.5% | x | 0.7% | x | 9.6% | -2.6% | 12.6µM*
45 | CCN1C(=O)[C@H]2[C@@H](c3ccc(C(F)(F)F)cc3)N[C@]3(CCCN(CC4CCCCC4)C3=O)[C@H]2C1=O | 8.0% | 5.1% | u | 20.7% | -6.6% | -20.9% | 0.9% | x | u
